# FAS TE block = FAS thioesterase domain inhibitors, primary screen, biochemical, fluorescence intensity, uHTS; inhibition, % at 15 µM; Fatty acid synthase (Homo sapiens), P49327; recombinant FAS-TE, OMFH fluorogenic substrate, fluorescence endpoint; AID 602261, 2012; actives 0.67% (n = 360,000);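 active means compounds whose normalised, plate-corrected inhibition of enzyme fluorescence in the single-dose primary screen is 50% or more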;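 further: 0% = DMSO with enzyme and 100% = substrate without enzyme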
# MLLE-PAM2 inh = inhibitors of PABP1 MLLE–PAM2 peptide binding, primary screen, biochemical, fluorescence polarization, FITC-PAM2, GST-MLLE; actives 0.36% (n = 360,000); Polyadenylate-binding protein 1 (Homo sapiens), P11940; inhibition, % at 20 µM; in the data active means inhibition above about 35%, passing the limit was not always enough;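 further: plate controls were DMSO wells with GST-MLLE for no effect and wells lacking GST-MLLE protein for full effect; some results filed as inactive read as strong as hits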
# CSN inh = inhibitors of CSN-mediated cullin deneddylation, primary screen, biochemical, fluorescence polarization, uHTS; Purified CSN, SCF-Nedd8-OG deneddylation; inhibition, % at 12.5 µM; actives 0.38% (n = 360,000); AID 651999, 2013;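 active means pattern-corrected inhibition above about 35%, with an unprinted fluorescence ratio check between 0.5 and 1.5, limit read from the data, passing the limit was not always enough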;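 further: 0% = enzyme with substrate and 100% = substrate without enzyme; some results filed as inactive read as strong as hits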
#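 Assay system: purified human Csn5 enzyme expressed in HEK293T cells; measure: % inhibition; also added: SCFSkp2-Nedd8OG substrate at 10 nM final; technique: fluorescence polarization; times: reaction 90 min, room temperature; medium: Tris buffer pH 7.5, NaCl, DTT, Tween-20, trehalose, ovalbumin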
# Rpn11 inh = Rpn11 (PSMD14) deubiquitinase inhibitors, primary screen, biochemical, fluorescence polarization, uHTS; 26S proteasome non-ATPase regulatory subunit 14 (Homo sapiens), O00487; actives 0.59% (n = 360,000); human 26S proteasome, Ub4-pepOG fluorescence polarization; 20S core pre-blocked with epoxomicin; calls only at 20 µM; AID 588493, 2011;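 active means inhibition at 20 µM, scaled to each plate's controls, above about 33%, limit read from the data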
# MsrA inhibitor = bovine MsrA enzyme inhibitors, primary screen, biochemical, absorbance, HTS | inhibition, % at 15.5 µM | AID 651718, 2012 | purified bovine MsrA, absorbance read-out | actives 0.75% (n = 360,000); in the data active means inhibition above about 4.5%;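 further: 0% = vehicle wells with enzyme and 100% = reference inhibitor wells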
# Rin1 Abl inh = inhibitors of Rin1-Abl protein binding, primary screen, biochemical, TR-FRET; Tyrosine-protein kinase ABL1 (Homo sapiens) + Ras and Rab interactor 1 (Homo sapiens), …; inhibition, % at 7.35 µM; actives 0.4% (n = 360,000); in the data active means inhibition above about 5%, passing the limit was not always enough
# bovine MsrA act = bovine MsrA enzyme activators, primary screen, biochemical, absorbance, HTS; Methionine sulfoxide reductase A (Bos taurus); purified bovine MsrA, absorbance read-out; activation, % at 10.6 µM; actives 0.3% (n = 360,000); AID 602163, 2012; in the data active means activation above about 7.5%;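 further: 0% = vehicle and 100% = reference activator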
# E coli Lon inh = inhibitors of E. coli Lon protease, primary screen, biochemical, fluorescence polarization | purified E. coli Lon protease | AID 602123, 2011 | actives 0.42% (n = 360,000) | inhibition, % at 7.94 µM; in the data active means inhibition above about 13%, passing the limit was not always enough;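 further: 0% = enzyme with probe and DMSO and 100% = no enzyme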
# MT1-MMP act inh = blockers of MT1-MMP proenzyme processing, primary screen, HT1080 RFP-PRO-GFP cells, GFP/RFP fluorescence; GFP/RFP ratio fluorescence, overnight; percent of plate control window, DMSO zero; GFP/RFP ratio change, % at 20 µM; actives 0.061% (n = 360,000); AID 651647, 2012;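 active means GFP/RFP ratio change of at least 30% with cell ATP level not reduced by more than half and red fluorescence within 50% of control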; further: strong numbers were not always called active
#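 Assay system: HT1080 RFP-PRO-GFP cells. Benchmarks: DMSO vehicle wells and RFP-L50D-GFP reporter cell wells. Times: overnight cell settling, then overnight compound exposure, 37 °C, 5% CO2. Compound: 20 µM single dose, 1% DMSO. Read-out basis: GFP/RFP fluorescence ratio.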
# The depositor's hits bear a star; i = inactive; . = not tested or not shown.
# Start of the data: the first 2 entries (preview)
SMILES,FAS TE block,MLLE-PAM2 inh,CSN inh,Rpn11 inh,MsrA inhibitor,Rin1 Abl inh,bovine MsrA act,E coli Lon inh,MT1-MMP act inh
c1ccc(CN2CCC(N3CCN(Cc4ccc5c(c4)OCO5)CC3)CC2)cc1,-5,9,-1,i,-1.1,0,-1,-1,9
CCCc1cc(=O)oc2cc(C)cc(OCC(=O)Nc3ccc(CN4CCOCC4)cc3)c12,12,-11,7,i,0.5,-7,-1,-4,2

# The list itself (from the top)
SMILES,FAS TE block,MLLE-PAM2 inh,CSN inh,Rpn11 inh,MsrA inhibitor,Rin1 Abl inh,bovine MsrA act,E coli Lon inh,MT1-MMP act inh
c1ccc(CN2CCC(N3CCN(Cc4ccc5c(c4)OCO5)CC3)CC2)cc1,-5,9,-1,i,-1.1,0,-1,-1,9
CCCc1cc(=O)oc2cc(C)cc(OCC(=O)Nc3ccc(CN4CCOCC4)cc3)c12,12,-11,7,i,0.5,-7,-1,-4,2
COc1ccc(C(=O)/C=C/c2cn(CN3CCN(C)CC3)c3ccccc23)cc1,-5,-16,7,i,.,-4,-2,-9,-13
O=C(Nc1ccccc1)c1cc2n(n1)C(C(F)(F)F)CC(C1CC1)N2 (configuration not stated),-5,10,-4,i,-0.3,0,-1,-13,5
O=S1(=O)CCC(NC(=S)NCCNC(=S)NC2CCS(=O)(=O)C2)C1 (configuration not stated),-10,-10,-7,i,-0.1,2,0,8,4
CC(=O)c1c(C)[nH]c(C(=O)CN2C(=O)NC(C)(CCC(C)C)C2=O)c1C (configuration not stated),26,-1,2,i,2.1,1,-4,2,2
CCC(CC)C(=O)Nc1nnc(S(=O)(=O)N2c3ccccc3CC2C)s1 (configuration not stated),6,-3,0,i,0.5,-2,1,0,-2
CC(C)C1N(c2ccccc2)C(N)=C(C#N)C1(C#N)C#N (configuration not stated),-2,-19,-5,i,-0.7,3,-4,-7,-2
O=C(OCc1cccc([N+](=O)[O-])c1)c1cc2ccccc2oc1=O,4,-13,1,i,-0.5,-1,-3,2,-1
O=C(Nc1ccccc1)C1=C[C@@H](c2ccccc2)C[C@@H](OCc2ccc(CO)cc2)O1,11,3,4,i,-0.7,3,-6,7,-2
COc1cc(/C=C(\NC(C)=O)C(=O)Nc2cccc(O)c2)ccc1OC(C)=O,-7,-12,1,i,1.4,-3,-1,-26,3
COc1ccc(C(=O)Nc2cccc3cccnc23)cc1OC,3,13,10,i,2.5,-5,-3,-6,7
CC(=O)Nc1ccc(CN2C(=O)C(Cc3ccccc3)ON=C2c2cccc(F)c2)cc1 (configuration not stated),14,-4,-4,i,1.2,-4,1,-3,5
CC(=O)Nc1ccc(NC(=O)c2ccc3sc([C@H]4C[C@H](O)[C@@H](CO)O4)nc3c2)cc1,-8,1,-8,i,0.0,-3,-2,-10,1
Cc1ccc(OC(C)C(=O)Nc2ccc3c(c2)n(C)c(=O)n3C)c(C)c1 (configuration not stated),-2,-80,-6,i,1.4,-2,-2,12,5
Cc1cccc(Nc2nc(N)c([N+](=O)[O-])c(NCCO)n2)c1,-10,1,-3,i,4.5,-2,-5,12,2
COc1ccc(N(CC(=O)NCCSc2ccccn2)S(=O)(=O)c2ccccc2)cc1Cl,13,8,1,i,-0.5,-3,-3,-3,-2
CC1(C)CNC(=O)CC(C)(C)N1,-14,0,-1,i,-0.3,0,-5,10,3
CCCCN1C(=O)C(=O)N(CC(=O)Nc2ccc(C(N)=O)cc2)C1=O,-4,-2,-3,i,0.1,1,-10,-21,0
O=C1CC(C(F)(F)F)=NN1,-8,-3,-1,i,-1.4,1,-4,1,-3
CCCCOc1ccc(C(=O)N/N=C/c2ccc(OCCN3CCCCC3)c(OC)c2)cc1,-5,-15,3,i,0.3,2,-11,2,5
COc1ccc(/C(O)=C2/C(=O)C(=O)N(CC3CCCO3)C2c2ccc(OC)c(OC)c2)cc1 (configuration not stated),-5,9,-3,i,-0.5,-1,-1,-4,4
CC(=O)Nc1cccc(C(=O)NNC(=O)c2ccc(-n3cnnn3)cc2)c1,-4,-96,5,i,1.7,0,-1,2,0
CCCN(CCC)C(=O)C1c2ccccc2Oc2ccccc21,-100,i,-85,i,-0.4,0,-2,151*,-50
Cn1cccc1/C=N/N1CCN(Cc2ccccc2)CC1,-4,28,-1,i,-0.2,-3,0,-6,1
CC(C)(C)c1ccc(NC(=O)CSc2n[nH]c(=O)n2-c2cccnc2)cc1,-3,-41,6,i,-1.4,0,-2,4,2
COc1ccccc1CC(=O)NCCc1c[nH]c2ccccc12,-4,6,0,i,0.0,2,0,0,1
COc1ccc(-c2ccc3oc(-c4ccsc4)c(-c4ccc(OC)cc4)c3c2)cc1,32,-8,-2,i,-1.0,4,-1,6,-3
O=C(Cc1c(Cl)cccc1Cl)Nc1ccc(S(=O)(=O)Nc2ncccn2)cc1,0,-3,-2,i,-0.2,0,-2,19*,-3
Cc1cc(C)c(C(O)c2ncc(-c3ccccc3Cl)[nH]2)c(C)c1 (configuration not stated),0,0,-1,i,2.4,-2,-5,-14,0
CCc1ccc(NC(=O)C2CCCN2S(=O)(=O)c2ccc3c(c2)n(C)c(=O)c(=O)n3C)cc1 (configuration not stated),16,-13,1,i,2.3,2,-3,2,1
CC1CCN(S(=O)(=O)c2ccc(C(=O)OC(C)C(=O)NC3CCCCC3C)cc2)CC1 (configuration not stated),-6,-52,-2,i,0.3,4,5,-7,-2
OC1(Cc2cc(-c3ccccc3)no2)CCN(CCCc2ccccc2)CC1,-4,-14,5,i,0.8,2,0,-19,1
COc1cc(/C=C/c2ccc3cccc(OC)c3n2)c(O)c([N+](=O)[O-])c1,2,-11,1,i,1.8,-2,-2,5,-2
O=C(CCCn1c(=O)c2sccc2n(CC(=O)NCc2ccco2)c1=O)NCc1ccco1,-6,-5,6,i,-0.2,-1,-1,6,2
CC(=O)Nc1ccc(S(=O)(=O)c2ccc(N)cc2)cc1N,-3,-10,-1,i,2.3,3,3,-6,-7
O=C(Nc1ccc(CN2CCCCC2)cc1)c1sc2ccccc2c1Cl,-1,4,1,i,-0.7,-4,-3,0,5
C=CCNc1sc(C(=O)c2ccccc2)c(N)c1C#N,-7,-2,6,i,2.8,1,-5,-3,4
S=C(Nc1ccc2c(c1)OCO2)Nc1ccc2c(c1)OCO2,-9,23,-1,i,0.0,-2,-2,9,8
O=C(CSc1nc2ccccc2c(=O)n1CC1CCCO1)Nc1ccccc1Cl (configuration not stated),7,-4,4,i,1.6,1,-2,14,1
COc1ccc(NC(=O)c2cccc(NC(=O)C(C)C)c2)c([N+](=O)[O-])c1,-7,-10,-7,i,0.7,-5,-3,0,-7
O=C(CSc1nnc(-c2cccnc2)o1)Nc1ccc(Cl)cc1,-2,2,4,i,1.4,0,-1,-9,1
Cc1ccc(Nc2nc(Cl)nc3ncn(C)c23)c(C)c1,-6,3,-2,i,-0.4,0,-6,2,-3
COCCNC(=O)C(=O)Nc1cc2c3c(c1)C(C)C(=O)N3CCC2 (configuration not stated),-5,5,-6,i,1.9,-4,-3,-14,5
Cc1cccc(C)c1NC(=O)CN(C)C(=O)CC1Sc2ccccc2NC1=O (configuration not stated),-8,-5,3,i,-0.3,4,-3,-17,0
O=c1ccnc(Nc2ccc(Cl)cc2)[nH]1,-1,13,1,i,-0.5,1,-3,0,4
COc1ccc(/C=N/n2c(C)nc3ccccc3c2=O)cc1OC,-5,4,0,i,3.0,1,-2,5,-1
COc1cc(O)oc1C=Nc1ccc(Oc2ccccc2)cc1,-6,-34,3,i,0.4,2,-4,-4,1

# Shown tab-delimited: 13 of the compounds above
canonical_smiles	FAS TE block	MLLE-PAM2 inh	CSN inh	Rpn11 inh	MsrA inhibitor	Rin1 Abl inh	bovine MsrA act	E coli Lon inh	MT1-MMP act inh
OC1(Cc2cc(-c3ccccc3)no2)CCN(CCCc2ccccc2)CC1	-4	-14	5	i	0.8	2	0	-19	1
COc1cc(/C=C/c2ccc3cccc(OC)c3n2)c(O)c([N+](=O)[O-])c1	2	-11	1	i	1.8	-2	-2	5	-2
O=C(CCCn1c(=O)c2sccc2n(CC(=O)NCc2ccco2)c1=O)NCc1ccco1	-6	-5	6	i	-0.2	-1	-1	6	2
CC(=O)Nc1ccc(S(=O)(=O)c2ccc(N)cc2)cc1N	-3	-10	-1	i	2.3	3	3	-6	-7
O=C(Nc1ccc(CN2CCCCC2)cc1)c1sc2ccccc2c1Cl	-1	4	1	i	-0.7	-4	-3	0	5
C=CCNc1sc(C(=O)c2ccccc2)c(N)c1C#N	-7	-2	6	i	2.8	1	-5	-3	4
S=C(Nc1ccc2c(c1)OCO2)Nc1ccc2c(c1)OCO2	-9	23	-1	i	0.0	-2	-2	9	8
O=C(CSc1nc2ccccc2c(=O)n1CC1CCCO1)Nc1ccccc1Cl (configuration not stated)	7	-4	4	i	1.6	1	-2	14	1
COc1ccc(NC(=O)c2cccc(NC(=O)C(C)C)c2)c([N+](=O)[O-])c1	-7	-10	-7	i	0.7	-5	-3	0	-7
O=C(CSc1nnc(-c2cccnc2)o1)Nc1ccc(Cl)cc1	-2	2	4	i	1.4	0	-1	-9	1
Cc1ccc(Nc2nc(Cl)nc3ncn(C)c23)c(C)c1	-6	3	-2	i	-0.4	0	-6	2	-3
COCCNC(=O)C(=O)Nc1cc2c3c(c1)C(C)C(=O)N3CCC2 (configuration not stated)	-5	5	-6	i	1.9	-4	-3	-14	5
Cc1cccc(C)c1NC(=O)CN(C)C(=O)CC1Sc2ccccc2NC1=O (configuration not stated)	-8	-5	3	i	-0.3	4	-3	-17	0
